# Mtb BioA inh: M. tuberculosis BioA enzyme inhibitors, primary screen, biochemical, plate reader, single point, HTS; inhibition, % at 9.99 µM; AID 602481, 2012; 0.096% of 360,000 active; 7,8-diaminopelargonic acid synthase BioA (Mycobacterium tuberculosis); purified M. tuberculosis BioA enzyme; in the data active = inhibition above about 40%
# The depositor's hits bear a star. Some of the compounds tested (hit frequency here may not be typical).
# The first four entries as a preview:
SMILES	Mtb BioA inh
COc1ccc(NC(=O)N2CCCCN3[C@@H](CO)[C@H](c4ccc(-c5ccccc5C)cc4)[C@@H]3C2)cc1	-1.1
C[C@H](CO)N1C[C@H](C)[C@@H](CN(C)C(=O)C2CC2)Oc2ncc(Br)cc2C1=O	-1.9
C[C@H](CO)N1C[C@H](C)[C@H](CN(C)C(=O)Nc2cccc3ccccc23)Oc2ccc(NC(=O)Cn3cnnn3)cc2CC1=O	0.0
CO[C@@H]1CN(C)C(=O)c2cc(NC(=O)c3ccc(F)cc3)ccc2OC[C@H](C)NC[C@H]1C	2.2

# The list itself, from the start:
SMILES	Mtb BioA inh
COc1ccc(NC(=O)N2CCCCN3[C@@H](CO)[C@H](c4ccc(-c5ccccc5C)cc4)[C@@H]3C2)cc1	-1.1
C[C@H](CO)N1C[C@H](C)[C@@H](CN(C)C(=O)C2CC2)Oc2ncc(Br)cc2C1=O	-1.9
C[C@H](CO)N1C[C@H](C)[C@H](CN(C)C(=O)Nc2cccc3ccccc23)Oc2ccc(NC(=O)Cn3cnnn3)cc2CC1=O	0.0
CO[C@@H]1CN(C)C(=O)c2cc(NC(=O)c3ccc(F)cc3)ccc2OC[C@H](C)NC[C@H]1C	2.2
CN(C[C@@H]1N[C@H](CO)[C@H]1c1ccc(C2=CCCC2)cc1)C(=O)c1cccc(F)c1	-3.1
COc1cccc(S(=O)(=O)Nc2ccc3c(c2)OC[C@@H](C)N(C(=O)Cc2cccnc2)C[C@H](C)[C@@H](OC)CN(C)C3=O)c1	-1.6
CCCNC(=O)N1C[C@H]2[C@@H](c3ccccc31)[C@@H](CO)N2C(=O)CN1CCOCC1	2.1
CCCNC(=O)Nc1ccc2c(c1)C(=O)N(C)C[C@@H](OC)[C@@H](C)CN(Cc1ccccn1)[C@H](C)CO2	-0.1
CNC(=O)C[C@@H]1CC[C@H]2[C@H](COc3ccc(NC(=O)c4cccs4)cc3C(=O)N2C)O1	1.6
C[C@H]1CCCCO[C@H](CN(C)C(=O)NC2CCCCC2)[C@@H](C)CN([C@@H](C)CO)C(=O)c2cc(NS(C)(=O)=O)ccc2O1	3.3

# Later entries
SMILES	Mtb BioA inh
CNC(=O)C[C@@H]1CC[C@@H]2[C@H](COc3ccc(NC(=O)Nc4c(C)noc4C)cc3C(=O)N2C)O1	3.9
Cc1noc(C)c1NC(=O)N(C)C[C@H]1OCCCC[C@@H](C)Oc2ccc(NC(=O)Nc3ccccc3)cc2C(=O)N([C@H](C)CO)C[C@@H]1C	-5.8
CC=Cc1ccc2n(c1=O)C[C@@H]1[C@@H](CO)[C@H](C(=O)NCc3ccccc3)[C@H]2N1C (mixture of isomers)	-1.5
CCCC(=O)Nc1ccc2c(c1)C(=O)N(C)[C@H]1CC[C@H](CC(=O)NCc3ccccc3F)O[C@H]1CO2	-1.1
CCC(=O)N1[C@@H](CO)[C@H](c2ccc(-c3cccc(F)c3)cc2)[C@@H]1CNC(C)=O	3.8
COc1ccc(NC(=O)Nc2ccc3c(c2)C(=O)N([C@H](C)CO)C[C@H](C)[C@H](CN(C)S(=O)(=O)c2ccc(F)cc2)O3)cc1	0.3
COc1cccc(S(=O)(=O)N2CC[C@H]3[C@@H](CO)N(C)c4ccc(C#Cc5cccnc5)cc4[C@H]32)c1	-3.2
COCCNC(=O)C[C@@H]1CC[C@H]2[C@@H](COc3ccc(NC(C)=O)cc3C(=O)N2C)O1	0.4
C[C@H](CO)N1C[C@H](C)[C@@H](CN(C)C(=O)Nc2ccc3c(c2)OCO3)OCCCC[C@H](C)Oc2ccc(NS(=O)(=O)c3ccc(F)cc3)cc2C1=O	-1.0
C[C@H](CO)N1C[C@H](C)[C@@H](CN(C)S(=O)(=O)c2ccc(Cl)cc2)Oc2c(NC(=O)c3cnccn3)cccc2C1=O	-2.7

# Continued.
SMILES	Mtb BioA inh
C[C@H](CO)N1C[C@H](C)[C@H](CN(C)S(=O)(=O)c2ccc(Cl)cc2)Oc2c(NS(=O)(=O)c3ccccc3)cccc2C1=O	16.1
C[C@@H]1CN([C@@H](C)CO)C(=O)c2cc(NC(=O)NC3CCCCC3)ccc2O[C@@H](C)CCCCO[C@H]1CN(C)C(=O)c1ccncc1	-1.7
COc1ccc(NC(=O)Nc2ccc3c(c2)CC(=O)N([C@H](C)CO)C[C@@H](C)[C@H](CN(C)Cc2ccc(Cl)c(Cl)c2)O3)cc1	-1.6
CO[C@@H]1CN(C)C(=O)c2cc(NC(=O)Cc3ccccc3)ccc2OC[C@H](C)NC[C@@H]1C	-0.1
CNC[C@@H]1Oc2ccc(NS(=O)(=O)c3cn(C)cn3)cc2C(=O)N([C@H](C)CO)C[C@@H]1C	-3.2
O=C(C1CC1)N1CC[C@@H]2[C@H]1c1cc(-c3ccc(F)cc3)ccc1N[C@@H]2CO	0.8
Cc1noc(C)c1NC(=O)N(C)C[C@@H]1OCCCC[C@@H](C)Oc2ccc(NC(=O)Nc3cccc4ccccc34)cc2C(=O)N([C@@H](C)CO)C[C@H]1C	-1.1
CO[C@@H]1CN(C)C(=O)c2cc(NC(=O)Nc3cccc(F)c3)ccc2OC[C@H](C)N(C(=O)C2CC2)C[C@H]1C	-0.3
Cc1ccc(S(=O)(=O)Nc2cccc3c2O[C@@H](CN(C)C(=O)Nc2ccccc2)[C@H](C)CN([C@H](C)CO)C3=O)cc1	-1.6
CCCN1C[C@H](C)[C@H](OC)CN(C)C(=O)c2ccc(NC(=O)c3ccc(F)cc3)cc2OC[C@H]1C	0.6

# Further results:
SMILES	Mtb BioA inh
C[C@H](CO)N1C[C@H](C)[C@H](CN(C)C(=O)Cc2ccccn2)Oc2ncc(C#CC3CCCCC3)cc2C1=O	2.6
CO[C@H]1CN(C)C(=O)c2ccc(NC(C)=O)cc2OC[C@H](C)N(C(=O)c2ccccc2F)C[C@H]1C	-1.0
COc1ccc(NC(=O)N(C)C[C@@H]2Oc3ccc(NS(=O)(=O)c4cccs4)cc3CC(=O)N([C@@H](C)CO)C[C@@H]2C)cc1	-0.1
C[C@H](CO)N1C[C@H](C)[C@H](CN(C)Cc2ccc3c(c2)OCO3)OCCCC[C@H](C)Oc2ccc(NC(=O)Nc3cccc4ccccc34)cc2C1=O	2.2
C[C@@H]1CN([C@H](C)CO)C(=O)Cc2cc(NS(=O)(=O)c3ccccc3)ccc2O[C@H]1CN(C)S(=O)(=O)c1ccc(Cl)cc1	5.5
CNC(=O)C[C@H]1CC[C@@H]2[C@@H](COc3ccc(NC(=O)C4CC4)cc3C(=O)N2C)O1	-1.2
COC(=O)[C@@H]1[C@@H](CO)[C@@H]2Cn3c(ccc(-c4cccnc4)c3=O)[C@H]1N2CCc1ccccc1	-1.9
CCCN1[C@@H]2c3ccc(-c4ccc(C(=O)N(C)C)cc4)c(=O)n3C[C@@H]2[C@@H](CO)[C@@H]1C(=O)NCC	-0.5
CS(=O)(=O)Nc1ccc2c(c1)[C@@H]1C[C@H](CC(=O)N3CCCCC3)O[C@H](CO)[C@@H]1O2	-0.5
CCCNC(=O)C[C@@H]1C[C@@H]2c3cc(NS(=O)(=O)c4ccc(OC)cc4)ccc3O[C@@H]2[C@H](CO)O1	0.3

# Further records
SMILES	Mtb BioA inh
C[C@@H]1CN([C@H](C)CO)C(=O)c2cccc(NC(=O)Nc3ccc(C(F)(F)F)cc3)c2O[C@H]1CN(C)C(=O)Nc1ccc2c(c1)OCO2	0.1
COc1ccc(NC(=O)Nc2ccc3c(c2)C(=O)N([C@@H](C)CO)C[C@H](C)[C@H](CN(C)S(=O)(=O)c2ccc(F)cc2)O3)cc1	4.1
COc1ccc(NC(=O)N(C)C[C@@H]2Oc3ncc(-c4cccc(OC)c4)cc3C(=O)N([C@H](C)CO)C[C@@H]2C)cc1	1.2
CN1C(=O)c2cc(NC(=O)c3cccs3)ccc2OC[C@@H]2O[C@H](CC(=O)NCC3CC3)CC[C@@H]21	3.3
CO[C@@H]1CN(C)C(=O)c2ccc(NC(=O)c3nc4ccccc4s3)cc2OC[C@H](C)N(Cc2cccnc2)C[C@@H]1C	-1.8
COc1ccc(S(=O)(=O)Nc2cccc3c2O[C@@H](CN(C)S(=O)(=O)c2ccccc2)[C@@H](C)CN([C@H](C)CO)C3=O)cc1	-0.7
O=C(C[C@@H]1CC[C@@H]2[C@H](COC[C@H](O)CN2C(=O)Nc2cc(Cl)cc(Cl)c2)O1)N1CCOCC1	-1.1
Cc1ccc(S(=O)(=O)Nc2ccc3c(c2)C(=O)N([C@H](C)CO)C[C@H](C)[C@H](CN(C)C(=O)c2ccncc2)OCCCC[C@H](C)O3)cc1	-2.1
Cc1ccc(-c2ccc3c(c2)O[C@@H](CN(C)Cc2cncnc2)[C@@H](C)CN([C@H](C)CO)S3(=O)=O)cc1	8.6
CCS(=O)(=O)Nc1ccc2c(c1)C(=O)N(C)C[C@H](OC)[C@@H](C)CN(C(=O)C1CCC1)[C@@H](C)CO2	-3.7

# Additional results
SMILES	Mtb BioA inh
CNC(=O)C[C@@H]1CC[C@H]2[C@H](COc3ccc(NS(=O)(=O)c4ccc(F)cc4)cc3C(=O)N2C)O1	-3.6
CS(=O)(=O)N1[C@@H]2c3ccc(-c4ccc(F)cc4)c(=O)n3C[C@H]1[C@H](CO)[C@H]2C(=O)N1CCOCC1	-1.6
O=C(Nc1nccs1)[C@H]1[C@H](CO)[C@H]2Cn3c(ccc(-c4ccncc4)c3=O)[C@H]2N1CC1CCCC1	15.2
COc1ccc(S(=O)(=O)N(C)C[C@@H]2Oc3c(NC(=O)C4CCCCC4)cccc3C(=O)N([C@@H](C)CO)C[C@@H]2C)cc1	-1.0
CN1CCN(C(=O)C[C@@H]2C[C@@H]3c4cc(NC(=O)Nc5ccccc5F)ccc4O[C@@H]3[C@H](CO)O2)CC1	1.2
Cc1ccc(-c2ccc([C@@H]3[C@H](CO)N4CCCCN(C(=O)Nc5ccccc5)C[C@@H]34)cc2)cc1	0.7
C[C@H]1CCCCO[C@H](CN(C)C(=O)Nc2ccc3c(c2)OCO3)[C@@H](C)CN([C@@H](C)CO)C(=O)c2cc(NC(=O)Cc3ccccc3)ccc2O1	-6.7
C[C@@H]1CN([C@@H](C)CO)C(=O)c2cc(NS(=O)(=O)c3ccc(Cl)cc3)ccc2O[C@H]1CN(C)S(=O)(=O)c1ccccc1	0.1
CCCNC(=O)Nc1ccc2c(c1)C(=O)N(C)[C@@H]1CC[C@H](CC(=O)NC3CCC3)O[C@@H]1CO2	13.5
C[C@H]1CN([C@@H](C)CO)S(=O)(=O)c2ccc(-c3ccccc3)cc2O[C@@H]1CN(C)Cc1cccnc1	-1.1

# Next part.
SMILES	Mtb BioA inh
COCC(=O)N1[C@H](CNC(=O)c2ccccn2)[C@@H](c2ccccc2)[C@@H]1CO	-0.3
CO[C@H]1CN(C)C(=O)c2cc(NC(=O)C3CC3)ccc2OC[C@H](C)N(CCc2ccccc2)C[C@H]1C	1.6
OC[C@H]1[C@H](c2ccc(C#Cc3ccccc3)cc2)[C@@H]2CN(Cc3cncnc3)CCCCN12	-0.2
C[C@@H]1CCCCO[C@@H](CN(C)C(=O)Nc2ccc3c(c2)OCO3)[C@@H](C)CN([C@H](C)CO)C(=O)c2cc(NS(=O)(=O)c3ccc(F)cc3)ccc2O1	-3.7
CN(C)C(=O)C[C@@H]1C[C@H]2c3cc(NS(=O)(=O)c4ccc(F)cc4)ccc3O[C@H]2[C@H](CO)O1	1.1
O=C(c1ccccn1)N1CC[C@@H]2[C@H]1c1cc(C#Cc3cccnc3)ccc1N[C@@H]2CO	2.3
CN1CCN(C(=O)C[C@@H]2CC[C@@H]3[C@H](COC[C@@H](O)CN3Cc3cccc(F)c3)O2)CC1	-2.9
C[C@@H]1CN([C@@H](C)CO)C(=O)c2cc(NC(=O)Nc3ccccc3)ccc2O[C@@H](C)CCCCO[C@@H]1CN(C)Cc1ccc(C(F)(F)F)cc1	-1.7
C[C@@H]1CN([C@@H](C)CO)C(=O)Cc2cc(NC(=O)c3ccncc3)ccc2O[C@@H]1CN(C)S(=O)(=O)c1ccc(Cl)cc1	-3.9
CC(C)NC(=O)N(C)C[C@H]1Oc2ccc(NS(=O)(=O)c3ccc(F)cc3)cc2C(=O)N([C@@H](C)CO)C[C@@H]1C	-3.1

# Single values from above.
# Under Mtb BioA inh, C[C@@H]1CN([C@@H](C)CO)C(=O)c2cc(NC(=O)Nc3ccccc3)ccc2O[C@@H](C)CCCCO[C@@H]1CN(C)Cc1ccc(C(F)(F)F)cc1 reads -1.7
# Under Mtb BioA inh, CC(C)NC(=O)N(C)C[C@H]1Oc2ccc(NS(=O)(=O)c3ccc(F)cc3)cc2C(=O)N([C@@H](C)CO)C[C@@H]1C reads -3.1
# Under Mtb BioA inh, CN1CCN(C(=O)C[C@@H]2CC[C@@H]3[C@H](COC[C@@H](O)CN3Cc3cccc(F)c3)O2)CC1 reads -2.9

# (further entries)
SMILES	Mtb BioA inh
CS(=O)(=O)Nc1ccc2c(c1)[C@H]1C[C@H](CC(=O)NCc3ccc(-c4ccccc4)cc3)O[C@@H](CO)[C@H]1O2	-0.2
C[C@@H]1CN([C@H](C)CO)S(=O)(=O)c2ccc(C#CC3(O)CCCC3)cc2O[C@H]1CN(C)C(=O)Cc1ccncc1	-3.1
C[C@@H]1CCCCO[C@H](CN(C)C(=O)Nc2ccc(F)cc2)[C@H](C)CN([C@@H](C)CO)C(=O)c2cc(NS(=O)(=O)c3ccc(F)cc3)ccc2O1	-1.1
Cc1ccc(S(=O)(=O)N2CC[C@@H]3[C@@H](CO)Nc4ccc(-c5ccc(C#N)cc5)cc4[C@@H]32)cc1	0.9
Cc1ccc(-c2cnc3c(c2)C(=O)N([C@H](C)CO)C[C@@H](C)[C@H](CN(C)C(=O)CN(C)C)O3)cc1	5.0
C[C@H]1CCCCO[C@H](CN(C)S(=O)(=O)c2ccc(F)cc2)[C@@H](C)CN([C@@H](C)CO)C(=O)c2cc(NC(=O)Nc3ccc(F)cc3)ccc2O1	-1.9
CO[C@H]1CN(C)C(=O)c2ccc(NS(C)(=O)=O)cc2OC[C@@H](C)N(C(=O)c2ccc3c(c2)OCO3)C[C@@H]1C	-2.8
COC(=O)C[C@H]1CC[C@@H]2[C@H](COC[C@@H](O)CN2S(=O)(=O)c2ccc(F)cc2)O1	-0.2

# Some of the entries so far, field by field:
CO[C@H]1CN(C)C(=O)c2ccc(NS(C)(=O)=O)cc2OC[C@@H](C)N(C(=O)c2ccc3c(c2)OCO3)C[C@@H]1C
  Mtb BioA inh: -2.8

COC(=O)C[C@H]1CC[C@@H]2[C@H](COC[C@@H](O)CN2S(=O)(=O)c2ccc(F)cc2)O1
  Mtb BioA inh: -0.2
